Source: PubChem
MazEF act: MazEF (E. coli) toxin RNase activation; P0AE70; FAM/BHQ RNA-DNA oligo cleavage fluorescence, 5 h; activation, % at 20 µM; hit rate 0.32% among 350,000; in the data active means activation above about 50%
Target sequence (P0AE70 whole entry, looked up): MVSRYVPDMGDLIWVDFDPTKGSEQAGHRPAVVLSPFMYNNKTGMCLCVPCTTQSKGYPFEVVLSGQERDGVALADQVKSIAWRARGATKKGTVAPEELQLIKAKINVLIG
Rv3671c protease: inhibits the M. tuberculosis serine protease Rv3671c; AID 2606; hit rate 0.048% among 320,000; inhibition, % at 5.96 µM; P9WHR9; in the data active means inhibition above about 38%;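 further: extracellular domain of Rv3671c used as enzyme; 0% = enzyme with DMSO and 100% = no enzyme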
FBA Mtb inh: inhibits M. tuberculosis FBA enzyme. purified M. tuberculosis FBA, fluorescence read-out. P9WQA3. AID 588726. inhibition, % at 1 µM. hit rate 2.3% among 360,000; in the data active means inhibition above about 27%;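 further: 0% = vehicle and 100% = reference inhibitor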
Target sequence (P9WQA3 whole entry, looked up): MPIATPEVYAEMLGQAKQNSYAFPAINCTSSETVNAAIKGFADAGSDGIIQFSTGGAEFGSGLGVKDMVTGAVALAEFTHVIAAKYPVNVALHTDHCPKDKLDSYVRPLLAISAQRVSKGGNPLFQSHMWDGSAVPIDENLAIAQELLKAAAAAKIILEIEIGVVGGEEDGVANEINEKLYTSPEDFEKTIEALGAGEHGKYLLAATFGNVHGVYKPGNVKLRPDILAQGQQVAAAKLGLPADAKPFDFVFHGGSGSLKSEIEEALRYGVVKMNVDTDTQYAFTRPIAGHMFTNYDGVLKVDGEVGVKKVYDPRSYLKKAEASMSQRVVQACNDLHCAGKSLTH
FadD28 FP inh: inhibitors of Mycobacterium tuberculosis FadD28 bisubstrate binding | FadD28 bisubstrate probe binding, fluorescence polarization | inhibition, % at 12.5 µM | hit rate 0.22% among 360,000 | AID 588549; in the data active means inhibition above about 8.5%, passing the limit was not always enough; inconclusive means no clear call, values can overlap the other calls
BioA inh: blocks M. tuberculosis BioA enzyme activity | purified M. tuberculosis BioA enzyme, plate reader | inhibition, % at 9.99 µM | hit rate 0.096% among 360,000 | AID 602481; in the data active means inhibition above about 40%; inconclusive means no clear call, values can overlap the other calls
UGM FP inh: Mtb UDP-galactopyranose mutase inhibition | P9WIQ1 | purified UGM, fluorescence polarization probe displacement | inhibition, % at 10 µM | hit rate 0.06% among 320,000; in the data active means inhibition above about 10%, passing the limit was not always enough; inconclusive means no clear call, values can overlap the other calls
Target sequence (P9WIQ1 whole entry, looked up): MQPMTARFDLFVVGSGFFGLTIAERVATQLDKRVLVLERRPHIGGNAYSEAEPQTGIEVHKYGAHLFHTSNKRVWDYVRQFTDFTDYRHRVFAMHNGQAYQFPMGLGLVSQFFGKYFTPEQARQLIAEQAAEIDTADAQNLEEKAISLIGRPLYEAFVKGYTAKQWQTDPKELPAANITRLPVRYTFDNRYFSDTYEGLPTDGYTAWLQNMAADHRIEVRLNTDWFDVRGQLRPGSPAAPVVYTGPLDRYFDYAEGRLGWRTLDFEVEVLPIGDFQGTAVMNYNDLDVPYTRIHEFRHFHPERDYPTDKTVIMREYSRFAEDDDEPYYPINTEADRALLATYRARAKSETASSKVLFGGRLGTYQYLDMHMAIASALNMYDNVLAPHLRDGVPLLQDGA
GDH-TPI inh: GDH-TPI coupled enzyme inhibition counter-screen; GDH-TPI coupled enzyme counterscreen, NADH absorbance; inhibition, % at 4.8 µM; hit rate 1.2% among 360,000; AID 588335;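 further: 0% = DMSO wells and 100% = wells lacking the enzyme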
VHR inh abs: inhibitors of human VHR1 phosphatase (DUSP3). inhibition, % at 13.3 µM. P51452. hit rate 0.52% among 290,000. recombinant VHR phosphatase, pNPP absorbance. AID 1654; in the data active means inhibition above about 50%; further: some compounds called inactive have numbers as strong as hits
Target sequence (P51452 whole entry, looked up): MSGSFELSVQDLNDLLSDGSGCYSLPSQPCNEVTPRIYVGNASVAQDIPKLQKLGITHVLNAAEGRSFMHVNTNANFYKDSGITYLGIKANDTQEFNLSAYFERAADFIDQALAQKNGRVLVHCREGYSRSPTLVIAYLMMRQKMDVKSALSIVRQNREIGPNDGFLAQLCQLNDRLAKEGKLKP
BoNT F protease: BoNT F light chain protease inhibition | AID 588497 | Multiplex microsphere protease cleavage assay, flow cytometry | hit rate 0.22% among 360,000 | inhibition, % at 10 µM; in the data active means inhibition above about 35%, passing the limit was not always enough; inconclusive means no clear call, values can overlap the other calls; further: plate controls were buffer without enzyme for full effect and enzyme alone for no effect
CCHF vOTU inh: blocks the CCHF virus ovarian tumor domain protease; inhibition, % at 11.5 µM; hit rate 0.55% among 370,000; AID 651958; CCHFV vOTU protease, Pep-AMC fluorescence; further: 0% = vehicle wells with enzyme and 100% = no enzyme wells
* = called active by the depositor; ? = inconclusive; / = not tested or not shown. Unless noted, no stated cut-off is given here; in the data, active means inhibition above about 30%; inactive means the rest. No enrichment for hits. Share with any hit: about 4.9%.

1) CC(C)NC(=O)c1cc(=O)n(C)c(=O)n1C
2) CCCN1CN=C(Nc2nc3ccccc3o2)NC1
3) O=C(NC(=S)NNC(=O)c1ccccc1O)c1ccco1
4) COc1ccc(C(=O)OCC(=O)NCCc2ccc(F)cc2)cc1S(=O)(=O)N1CCOCC1
5) COc1ccc(N(CC(=O)Nc2cccc(C(F)(F)F)c2)S(C)(=O)=O)cc1
6) CC(=O)OC(C)(C)/C=C/C(=O)[C@](C)(O)[C@H]1[C@H](O)C[C@@]2(C)[C@@H]3CC=C4[C@H](C[C@H](O)C(=O)C4(C)C)[C@]3(C)C(=O)C[C@]12C
7) COc1ccc(CN(C)C(=O)Cc2c[nH]c3ccccc23)cc1
8) CC(C)N(C(=O)[C@H]1C[C@H](CC(=O)NCc2cccc(C(F)(F)F)c2)C(=O)N2CCc3c([nH]c4ccc(Cl)cc34)[C@]12C)C(C)C
9) NC(N)=NN=Cc1ccnc2ccccc12
10) COc1cccc2c(=O)n(CC(=O)N3CCCCCC3)ccc12
Screen / compound no.	1	2	3	4	5	6	7	8	9	10
MazEF act	-28	10	-6	3	3	4	8	2	/	1
UGM FP inh	4.0	3.1	2.5	0.9	1.0	/	2.6	/	/	1.9
BoNT F protease	-1	-4	-7	7	-4	-5	-7	-3	-18	-2
FadD28 FP inh	-1.2	0.2	0.9	-2.2	-1.5	-0.3	-2.7	-4.1	-0.8	-4.2
Rv3671c protease	-5	3	25	3	7	/	-4	/	/	4
BioA inh	/	4.6	-0.8	-1.7	-11	0.3	1.3	0.3	/	-1.7
GDH-TPI inh	6	-7	31*	4	4	7	-14	-7	/	5
VHR inh abs	-9	5	-2	/	14	1	/	/	/	23
FBA Mtb inh	-2	-1	5	1	3	-1	-5	1	-1	0
CCHF vOTU inh	/	-5	-13	4	2	/	-8	1	2	-3

11) CCOC(=O)C1CCCNC1=O (stereo not drawn)
12) O=C(/C=C/c1cccs1)c1ccc(NC(=O)c2ccccc2F)cc1
13) CN(CC(=O)Nc1cccc(F)c1)C(=O)c1csc2c1CCCC2
14) O=C(COc1ccc(S(=O)(=O)N2CCCCC2)cc1)NC1CCCCC1
15) CCNC(=O)c1cc(Br)ccc1Cl
16) O=C(NCc1ccccc1)C1=C[C@H](c2ccc(C(F)(F)F)cc2)C[C@H](OCc2ccc(CO)cc2)O1
17) O=C1CN(C(=O)CSc2nc(-c3ccc(Cl)cc3)cs2)c2ccccc2N1
18) CCOC(=O)C1(CCc2ccccc2)CCN(C(=O)CCc2cnccn2)CC1
19) Cc1ccc(NC(=O)Cc2c(Cl)cccc2Cl)cc1S(=O)(=O)N(C)C
20) O=C(Nc1ccc([N+](=O)[O-])cc1)c1ccc(Cn2cc([N+](=O)[O-])cn2)cc1
Screen / compound no.	11	12	13	14	15	16	17	18	19	20
MazEF act	-1	-1	2	9	5	-12	-9	4	1	4
UGM FP inh	2.6	1.0	5.9	1.7	-1.7	-1.9	-1.3	-0.3	1.7	0.3
BoNT F protease	0	-3	2	-1	0	2	1	-2	-5	-9
FadD28 FP inh	1.2	-1.2	0.1	-4.5	-1.0	-11	-0.8	0.1	-3.7	-5.5
Rv3671c protease	0	-27	-7	-6	5	-18	8	-2	-6	6
BioA inh	/	0.5	-4.1	-1.2	-1.3	-2.4	-2.8	-1.4	/	/
GDH-TPI inh	4	11	2	-2	11	0	8	5	-16	7
VHR inh abs	9	-6	/	13	67	18	3	12	-7	6
FBA Mtb inh	-1	1	-1	0	-3	-4	4	4	-1	-5
CCHF vOTU inh	-7	3	6	-1	-2	27	2	-5	2	-6

A different layout for three compounds above:
Value order – MazEF act | UGM FP inh | BoNT F protease | FadD28 FP inh | Rv3671c protease | BioA inh | GDH-TPI inh | VHR inh abs | FBA Mtb inh | CCHF vOTU inh
18. CCOC(=O)C1(CCc2ccccc2)CCN(C(=O)CCc2cnccn2)CC1
  4 | -0.3 | -2 | 0.1 | -2 | -1.4 | 5 | 12 | 4 | -5
16. O=C(NCc1ccccc1)C1=C[C@H](c2ccc(C(F)(F)F)cc2)C[C@H](OCc2ccc(CO)cc2)O1
  -12 | -1.9 | 2 | -11 | -18 | -2.4 | 0 | 18 | -4 | 27
1. CC(C)NC(=O)c1cc(=O)n(C)c(=O)n1C
  -28 | 4.0 | -1 | -1.2 | -5 | / | 6 | -9 | -2 | /

(next part)
21) Cc1ccc(C(=O)NCCc2nnc3ccc(SCC(=O)Nc4ccccc4F)nn23)cc1
22) Cc1cc(=O)n2[nH]c(COc3ccccc3)nc2n1
23) C[C@@H]1Cn2cnc(C(=O)Nc3ccccc3)c2C(=O)N1
24) O=C(c1cccs1)N1CCN(CCc2ccccc2)CC1
25) CCc1c(C)nc2ncnn2c1NCCc1ccc(OC)cc1
26) COCCNC(=O)CNS(=O)(=O)c1ccc2nc(C)sc2c1
27) Cc1ccc(/C=N/n2c(-c3ccccn3)n[nH]c2=S)o1
28) CCOc1ccc(C(=O)Nc2nc3ccccc3[nH]2)cc1OCC
29) CC(=O)c1ccc(OCC(=O)N(C2CCCCC2)C2CCS(=O)(=O)C2)cc1 (stereo not drawn)
30) Cc1nn(C)c(Cl)c1CN1CCN(C2CCCCC2)C(CCO)C1 (stereo not drawn)
Screen / compound no.	21	22	23	24	25	26	27	28	29	30
MazEF act	-1	0	7	1	9	-2	-1	8	-1	0
UGM FP inh	-2.6	2.9	/	3.0	-0.8	0.9	-1.2	2.9	-0.1	-0.9
BoNT F protease	-1	18	3	-3	-19	-9	?	-9	-1	7
FadD28 FP inh	-12	-3.8	-3.1	-2.8	-2.7	-0.4	-1.6	-5.2	-4.0	-0.8
Rv3671c protease	1	11	/	-7	3	-2	2	0	-2	1
BioA inh	1.5	1.2	-0.7	5.1	4.4	-0.4	/	/	/	/
GDH-TPI inh	-1	-10	-11	2	-5	0	27	6	-1	-10
VHR inh abs	-7	-5	/	26	16	10	13	22	/	-7
FBA Mtb inh	1	3	1	1	0	0	1	2	0	2
CCHF vOTU inh	-6	6	0	-14	-19	-4	-11	-8	3	-11

31) Cc1c(NC(=O)CC(C)C)c(=O)n(-c2ccccc2)n1C
32) Cc1cnc(NC(=O)C2COc3ccccc3O2)s1 (stereo not drawn)
33) Cc1cc2nccc(-c3ccc(F)cc3)n2n1
34) COc1cc(/C=N/NC(=O)c2ccc3c(c2)OCCO3)cc(Br)c1O
35) COc1ccc(N2CCCn3c2nc2c3c(=O)n(Cc3ccc(F)cc3)c(=O)n2C)c(OC)c1
36) COC(=O)C/C=C/N(Cc1ccccc1OC)S(=O)(=O)CCl
37) CCC(C)NC(=O)C1CCCN(c2nc(C)cc(OC)n2)C1 (stereo not drawn)
38) Cc1cc(=O)n2c(n1)NC(Nc1cccc(C)c1C)=NC2c1ccccc1 (stereo not drawn)
39) Cn1c(=O)c(C(=O)NCC2CCCO2)c(O)c2ccccc21 (stereo not drawn)
40) O=C(CSc1nnc(CNC(=O)c2ccccc2F)o1)NCc1ccccc1
Screen / compound no.	31	32	33	34	35	36	37	38	39	40
MazEF act	1	4	5	-4	7	5	1	6	5	3
UGM FP inh	2.6	-1.2	-0.3	/	/	/	0.3	-1.7	-3.3	1.6
BoNT F protease	0	-3	-13	-5	2	-7	2	-5	0	-2
FadD28 FP inh	-2.2	-3.9	-0.4	-1.5	-1.2	-2.6	-1.0	-2.2	0.4	-2.2
Rv3671c protease	9	3	6	7	/	/	6	-3	5	-7
BioA inh	-0.6	-1.4	1.3	1.5	0.4	0.7	-5.8	/	-0.9	0.5
GDH-TPI inh	-1	-6	-3	36*	-6	-7	19	-7	18	5
VHR inh abs	-5	21	-13	21	4	/	9	21	39	-10
FBA Mtb inh	0	-8	3	0	-1	-1	8	3	6	1
CCHF vOTU inh	7	10	5	27	18	-8	6	5	-1	-10

Random excerpt: 2 compounds from above.
37) CCC(C)NC(=O)C1CCCN(c2nc(C)cc(OC)n2)C1 (stereo not drawn)
36) COC(=O)C/C=C/N(Cc1ccccc1OC)S(=O)(=O)CCl
Screen / compound no.	37	36
MazEF act	1	5
UGM FP inh	0.3	/
BoNT F protease	2	-7
FadD28 FP inh	-1.0	-2.6
Rv3671c protease	6	/
BioA inh	-5.8	0.7
GDH-TPI inh	19	-7
VHR inh abs	9	/
FBA Mtb inh	8	-1
CCHF vOTU inh	6	-8

Following part.
41) Cn1c(N)c(C(=O)COC(=O)CCC(=O)c2ccc(F)cc2)c(=O)n(C)c1=O
42) COc1ccccc1N(CC(O)CN1C(=O)NC(C)(C)C1=O)S(=O)(=O)c1ccc(C)cc1 (stereo not drawn)
43) COC(=O)Nc1ccc(=O)n(Cc2c(Cl)cccc2Cl)c1
44) O=C(NNc1c2ccccc2nc2ccccc12)c1cc2ccccc2cc1O
45) COc1cc(OC)cc(C(=O)OCC(=O)Nc2cccc(C(C)=O)c2)c1
46) C=CCC(=O)N(CC)CC1CCCN(CCc2cccc(F)c2)C1 (stereo not drawn)
47) CC(=O)Nc1cccc(-c2ccnc3c2CC(C)(C(=O)NCCN(C)C)O3)c1 (stereo not drawn)
48) COc1ccc(/C=C2\C(=O)N(Cc3ccc(F)cc3)CC(=O)N2Cc2ccccc2)cc1
49) COC(=O)c1ccc(CN2CCN(Cc3ccc(F)cc3)C(CCO)C2)cc1 (stereo not drawn)
50) Clc1cc2c(c(CSc3nc4ccccc4n4cccc34)c1)OCOC2
Screen / compound no.	41	42	43	44	45	46	47	48	49	50
MazEF act	11	1	-6	13	-1	11	/	2	-3	-12
UGM FP inh	-2.0	1.9	-2.1	-3.7	-0.3	0.0	/	-3.4	4.0	-0.2
BoNT F protease	0	-3	-7	-20	11	?	-3	14	-3	?
FadD28 FP inh	-0.2	-5.1	-2.9	-1.8	1.7	-0.5	-0.4	-1.5	-1.6	-4.3
Rv3671c protease	1	1	3	1	-6	/	/	-1	-5	2
BioA inh	-1.1	0.3	-2.4	-0.8	-4.9	-0.9	0.7	2.1	/	-0.7
GDH-TPI inh	1	-3	-1	8	13	9	7	4	-6	1
VHR inh abs	22	28	14	-2	16	21	/	4	17	6
FBA Mtb inh	0	-1	13	-10	0	-2	1	-2	1	3
CCHF vOTU inh	7	4	-5	-1	8	-40	-2	10	-9	8

51) O=C(COC(=O)CNC(=O)c1cccc(OC(F)F)c1)NNC(=O)c1ccccc1
52) N#CCCN(C(=O)CSc1ncccn1)c1ccc2c(c1)OCCO2
53) CCOc1ccc(/C=N/NC(=O)c2c(C)n(C)c3ccc(OC)cc23)cc1
54) O=C(NC(=S)Nc1ccccc1N1CCCC1)c1ccco1
55) O=C(CCNC(=O)c1ccc([N+](=O)[O-])cc1)Oc1ccc(F)c(F)c1
56) NC(=O)c1nc(C2CCCCC2)nc2c1[nH]c(=O)n2-c1ccc(F)cc1
57) COC(=O)c1cc(NC(=O)Cc2coc3cc(OC)ccc23)cc(C(=O)OC)c1
58) CCOC(=O)c1[nH]cnc1C(=O)Nc1cccc(OC)c1
59) N#CCCN(C(=O)COC(=O)c1ccc2c(c1)OCO2)c1ccccc1
60) Cc1cccc(C)c1NC(=O)COC(=O)c1ccc2c(c1)OCO2
61) CCOC(=O)C1=C(N)OC2=C(C(=O)CCC2)C1c1sccc1C (stereo not drawn)
Screen / compound no.	51	52	53	54	55	56	57	58	59	60	61
MazEF act	1	-2	2	-60	6	86*	-4	-2	6	-9	0
UGM FP inh	-1.4	-0.2	4.0	4.2	2.2	3.7	2.2	1.3	0.9	-1.6	-2.7
BoNT F protease	-2	4	-6	-27	0	-8	-3	0	2	1	-2
FadD28 FP inh	-2.2	/	-4.2	-2.9	-3.8	-1.1	-1.4	-2.7	-0.8	-0.5	2.6
Rv3671c protease	5	4	-1	-30	8	-8	-68	-1	2	-3	2
BioA inh	-0.3	0.8	/	-0.5	9.5	-0.6	1.0	/	-1.3	/	/
GDH-TPI inh	5	-9	20	2	10	2	-1	5	4	3	3
VHR inh abs	/	/	2	24	/	0	3	10	/	13	-2
FBA Mtb inh	-3	-3	-1	0	-1	6	-1	3	6	0	-2
CCHF vOTU inh	4	-11	-6	21	10	-3	0	13	1	3	9
